TCR-CD3 inh = blocks the human TCR-CD3 interaction; TAMRA-labeled TCR probe fluorescence, biochemical; inhibition, % at 9.4 µM; hit rate 0.37% among 360,000; in the data active = inhibition above about 19%;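 note: recombinant mutant TCR 2C K166C tagged with TAMRA read by polarization; 0% = receptor in buffer alone and 100% = receptor with positive control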
SIAE primary = inhibitors of human sialic acid acetylesterase SIAE; Q9HAT2; SIAE FP-Rh probe binding, fluorescence polarization; inhibition, % at 9.66 µM; hit rate 0.69% among 370,000; AID 1053197;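 active = inhibition above a cutoff: mean of compounds within the control limits plus 3 SD of those, cut at about 17% in these data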;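 note: 0% = plate median of compound wells and 100% = probe without SIAE protein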
Target sequence (Q9HAT2 whole entry, looked up): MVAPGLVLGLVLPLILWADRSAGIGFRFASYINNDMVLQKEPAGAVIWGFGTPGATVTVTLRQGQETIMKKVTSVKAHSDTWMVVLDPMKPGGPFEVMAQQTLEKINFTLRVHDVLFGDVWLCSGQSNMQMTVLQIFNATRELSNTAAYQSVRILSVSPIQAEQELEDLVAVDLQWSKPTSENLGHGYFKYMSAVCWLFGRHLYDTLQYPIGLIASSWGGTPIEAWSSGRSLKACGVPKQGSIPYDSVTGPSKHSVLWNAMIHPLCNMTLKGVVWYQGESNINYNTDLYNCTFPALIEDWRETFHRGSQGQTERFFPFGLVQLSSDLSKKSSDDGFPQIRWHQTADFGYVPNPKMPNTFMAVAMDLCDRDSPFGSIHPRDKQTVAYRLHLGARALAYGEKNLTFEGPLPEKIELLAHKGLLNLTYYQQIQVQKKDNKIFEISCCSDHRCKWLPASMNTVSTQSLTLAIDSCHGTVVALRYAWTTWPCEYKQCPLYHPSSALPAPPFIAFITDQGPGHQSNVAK
UHRF1 MBD2 ctr = UHRF1 methyl-DNA binding inhibition | UHRF1 binding to methylated oligo, TR-FRET | inhibition, % at 4.4 µM | hit rate 0.75% among 370,000; in the data active = inhibition above about 21%;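 note: UHRF1 SRA domain binding a hemimethylated CpG hairpin DNA probe; 0% = median of test compound wells and 100% = reference inhibitor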
LEDGF integ inh = blocks HIV-1 LEDGF/p75-dependent DNA integration; TR-FRET IN-LEDGF/p75 DNA integration, Eu/Cy5; inhibition, % at 3.7 µM; hit rate 0.64% among 370,000; AID 743269;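 active = inhibition above the screen-wide mean plus 3 SD, cut at about 13% in these data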;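 note: signal is the Cy5 over europium emission ratio at 671 and 618 nm; 0% = plate median of compound wells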
PG9 binder = binds the HIV-1 gp120 antibody PG9; TR-FRET gp120-PG9 antibody binding; inhibition, % at 6.7 µM; hit rate 0.43% among 360,000; AID 624416; in the data active = inhibition above about 8.5%
TDP2 absorb = blocks human TDP2 phosphodiesterase activity; O95551; recombinant TDP2, T5PNP hydrolysis, p-nitrophenol absorbance 415 nm; inhibition, % at 12.8 µM; hit rate 0.34% among 370,000; AID 720702;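 active = inhibition above the mean of all tested compounds plus 3 SD, set per campaign, cut at about 25% in these data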;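 note: 0% = DMSO with enzyme and 100% = buffer with substrate but no TDP2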
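Evaluation: % inhibition relative to enzyme-containing and enzyme-free wells. Material: recombinant human TDP2. Benchmarks: enzyme-free and DMSO wells. Timing: enzyme reaction with compound for 2 h at 37 °C. Compound dosing: 12.8 µM only. Measured by: p-Nitrophenol epi absorbance. Reagent: T5PNP substrate at 5 mM, a TopII-DNA adduct mimic. Replication: single well per compound.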
Tn7 DDE FP = disrupts Tn7 cyclic peptide binding to fibrin D-Dimer-E complex; FP displacement of FITC-Tn7 peptide from fibrin DD(E); 0% = median of compound wells per plate; inhibition, % at 8.3 µM; hit rate 0.13% among 370,000; AID 720508;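 active = inhibition above the mean of compounds falling within the control limits plus 3 SD of them, cut at about 14% in these data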;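 note: 0% = plate median of compound wells and 100% = 10 µM Aha-Tn7 peptide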
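Assay system: human fibrin DD(E). Input: DD(E) 2 µM final. Medium: Tris buffer with calcium and detergent, pH 7.8. Compound dosing: single point at 8.3 µM. Timing: 10 min plus 3 h, room temperature. Technique: fluorescence polarization of the labelled Tn7 tracer. Read-out: percent inhibition. Replicates: singlicate testing.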
PRMT1 inh = inhibitors of human PRMT1 | Q99873 | hit rate 1.3% among 370,000 | recombinant PRMT1, activity-based probe fluorescence polarization | inhibition, % at 2.79 µM | AID 652257;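 active = inhibition above about 21% made by adding two undisclosed values, limit read from the data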
HTRA1 inhibitor = blocks human HTRA1 serine peptidase; recombinant HTRA1, FP-rhodamine activity-based probe, fluorescence polarization; inhibition, % at 5.96 µM; hit rate 0.5% among 340,000; AID 504803; in the data active = inhibition above about 36%;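 note: 0% = enzyme with DMSO and 100% = wells lacking enzyme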
Target sequence (Q92743 whole entry, looked up): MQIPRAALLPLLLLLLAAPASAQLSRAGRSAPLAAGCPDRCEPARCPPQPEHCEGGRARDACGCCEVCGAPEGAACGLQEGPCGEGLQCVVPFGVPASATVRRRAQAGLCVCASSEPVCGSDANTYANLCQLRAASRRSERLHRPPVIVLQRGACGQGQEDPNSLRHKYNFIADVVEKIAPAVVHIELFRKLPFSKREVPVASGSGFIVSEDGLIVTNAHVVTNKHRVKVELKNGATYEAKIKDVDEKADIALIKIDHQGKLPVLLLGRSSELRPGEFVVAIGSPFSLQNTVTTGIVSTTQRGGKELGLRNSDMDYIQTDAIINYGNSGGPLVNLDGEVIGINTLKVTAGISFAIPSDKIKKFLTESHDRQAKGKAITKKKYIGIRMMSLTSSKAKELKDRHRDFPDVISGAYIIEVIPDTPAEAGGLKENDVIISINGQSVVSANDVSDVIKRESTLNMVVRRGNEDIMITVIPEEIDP
ABHD4 inh = ABHD4 (mouse) inhibition, primary FP screen; hit rate 0.54% among 370,000; purified mABHD4, FP-Rh probe fluorescence polarization; inhibition, % at 8.92 µM;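 active = inhibition exceeding the mean over every tested compound plus 3 SD, cut at about 30% in these data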;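 note: 0% = plate median of compound wells and 100% = S159A mutant with DMSO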
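Test system: mouse ABHD4 enzyme, wild type. Reagent: FP-Rh fluorescent activity-based probe, added after compound pre-incubation. Timing: pre-incubation 45 min, probe exposure 60 min, at 25 °C. Technique: FP readout, ex 525 nm / em 598 nm. Benchmarks: high control S159A mutant with DMSO, low control median of compound wells.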
Active calls of the source: *; x = not tested or not shown.

#	mol	TCR-CD3 inh	SIAE primary	UHRF1 MBD2 ctr	LEDGF integ inh	PG9 binder
1	CC(C)Cc1nnc(NC(=O)CCC(=O)NCCc2ccccc2)s1	2	-3	0	-1	-2.4
2	COc1ccc(OC)c(CCNC(=O)CCCC(=O)n2ncc3cc(C)ccc32)c1	2	-2	-1	-3	1.0
3	COc1ccc(OCC(=O)Nc2c3c(nn2C(C)(C)C)CSC3)cc1	3	-9	-2	-2	-0.9
4	COc1c(C)cc(C(=O)C2CCCN(Cc3ccc(Oc4ncccn4)cc3)C2)cc1C (centres undefined)	-1	1	-2	4	1.0
5	COCCCNC(=O)Nc1ccc(Br)cc1Cl	9	1	-2	3	-1.5
6	Cc1cccc(NC(=O)CN2CCCCCC2)c1	1	-8	0	0	-0.5
7	CCN(CC)CCOc1cccc(C(C)C)c1	10	-1	-4	-2	0.7
8	CN(Cc1ccccc1)c1nnc(N)s1	-1	3	-1	-4	0.5
9	O=C(NCc1cccnc1)/C(=C\c1ccc(-c2ccc(Cl)c(Cl)c2)o1)S(=O)(=O)c1ccccc1	6	-13	-3	2	-1.7
10	CCOc1cc(/C=N/NC(=O)C2CCCC2)ccc1O	-6	2	3	-6	-0.8
11	O=C(CCC(=O)c1cccs1)OCC(=O)c1ccc(Cl)s1	-9	16	4	0	0.6
12	CCn1c(SCC(=O)NC2CCCC2)nnc1C(C)NC(=O)c1ccccc1F (centres undefined)	0	4	2	1	0.0
13	CN1C(C(=O)NCc2cccs2)=CC(c2ccc(F)cc2)=NS1(=O)=O	2	8	1	-1	-1.2
14	COc1cc(C2OCC3C(c4ccc(OC5OC(CO)C(O)C(O)C5O)c(OC)c4)OCC23)ccc1O (centres undefined)	14	1	-1	32*	-1.2
15	CCC(C)N(C(=O)CSc1nncn1C)C1CCS(=O)(=O)C1 (centres undefined)	-1	10	1	0	-1.4

#	TDP2 absorb	Tn7 DDE FP	PRMT1 inh	HTRA1 inhibitor	ABHD4 inh
1	-9	-3	3	0	1
2	-3	-1	-1	-5	5
3	5	0	4	-5	-19
4	-8	-3	-6	2	-11
5	7	0	-1	1	-6
6	-4	4	1	-15	3
7	-7	2	1	0	2
8	-4	0	-2	5	1
9	2	-4	2	-60	-6
10	-7	1	1	6	6
11	2	4	-1	-4	-3
12	19	10	0	5	-3
13	-14	-1	0	1	0
14	-6	2	3	-1	1
15	-6	5	-5	6	-3

Other records.
#	mol	TCR-CD3 inh	SIAE primary	UHRF1 MBD2 ctr	LEDGF integ inh	PG9 binder
16	CCc1nc2ccc(C(=O)NCc3ccccc3OC)cn2c1N(CCC(C)C)CCN(C)C	8	1	-4	3	-0.4
17	O=C(O)c1ccc2nc(-c3ccccc3)c(-c3ccccc3)nc2c1	4	-7	0	6	-2.1
18	C=CCN(C(=O)c1ccccc1)c1ccc(OC)cc1	1	4	0	-1	-1.3
19	Cc1ccsc1-c1nc(CN2CCN(C)C(=O)[C@@H]2C)c(C)o1	-7	-1	-1	2	-2.6
20	Cc1ccc(C(=O)Nc2c(-c3cccs3)nc3cc(C)ccn23)cc1	3	17	-1	1	-2.1
21	CCOc1ccc(C(C)=O)cc1COC(=O)c1ccc2c(c1)NC(=O)CS2	5	-11	1	4	1.0
22	CCCCCCN1CCS(=O)(=O)N(Cc2ccc(F)cc2)C(C(=O)OC)C1 (centres undefined)	x	-2	0	2	x
23	Cc1ccc(C2=N/C(=C\c3cccc(F)c3)C(=O)O2)cc1	5	-5	0	-1	-2.0
24	O=C(CNCC(=O)Nc1ccc(F)c(F)c1F)Nc1ccc(F)c(F)c1F	3	-9	-2	4	-2.4
25	O=C(O)CSc1nnc(Cc2ccccc2)n1-c1ccccc1	-6	-1	10	2	0.9
26	O=C(COC(=O)c1ccc(S(=O)(=O)NCc2ccco2)cc1)Nc1ccc(OC(F)F)cc1	1	-4	-3	1	-1.9
27	CC(=O)N1CCN(c2cc(-c3ccco3)nc3cc(-c4ccccc4)nn23)CC1	x	-9	-4	-1	x
28	CCN(CC)CCN1C(=O)C2C(C(=O)Nc3ccc(Br)cc3)C3C=CC2(O3)C1C(=O)NC1CCCCC1 (centres undefined)	5	11	1	-2	-0.1
29	CCN(CC)CCNc1ncnc2c1sc1nc(N3CCOCC3)c3c(c12)CCCC3	-8	-5	15	0	1.1
30	COc1ccccc1-c1nnc(NC(=O)Cc2ccccc2)o1	9	-4	0	-1	-1.1

#	TDP2 absorb	Tn7 DDE FP	PRMT1 inh	HTRA1 inhibitor	ABHD4 inh
16	-4	4	5	x	3
17	-2	-6	0	3	-15
18	4	6	1	-1	-2
19	-2	-5	-4	-19	4
20	5	-2	0	-8	-1
21	2	-1	2	-44	3
22	-15	0	6	x	-8
23	-4	4	2	8	3
24	-29	5	-3	5	-8
25	-11	-3	3	3	-5
26	2	3	-1	2	-11
27	4	5	51*	x	3
28	28*	-2	-1	-1	-1
29	5	-4	1	-6	2
30	1	8	-1	8	-2

A draw from above in order of molecular weight, low to high:
#	mol	TCR-CD3 inh	SIAE primary	UHRF1 MBD2 ctr	LEDGF integ inh	PG9 binder
30	COc1ccccc1-c1nnc(NC(=O)Cc2ccccc2)o1	9	-4	0	-1	-1.1
25	O=C(O)CSc1nnc(Cc2ccccc2)n1-c1ccccc1	-6	-1	10	2	0.9
20	Cc1ccc(C(=O)Nc2c(-c3cccs3)nc3cc(C)ccn23)cc1	3	17	-1	1	-2.1
21	CCOc1ccc(C(C)=O)cc1COC(=O)c1ccc2c(c1)NC(=O)CS2	5	-11	1	4	1.0
24	O=C(CNCC(=O)Nc1ccc(F)c(F)c1F)Nc1ccc(F)c(F)c1F	3	-9	-2	4	-2.4
22	CCCCCCN1CCS(=O)(=O)N(Cc2ccc(F)cc2)C(C(=O)OC)C1 (centres undefined)	x	-2	0	2	x
29	CCN(CC)CCNc1ncnc2c1sc1nc(N3CCOCC3)c3c(c12)CCCC3	-8	-5	15	0	1.1

#	TDP2 absorb	Tn7 DDE FP	PRMT1 inh	HTRA1 inhibitor	ABHD4 inh
30	1	8	-1	8	-2
25	-11	-3	3	3	-5
20	5	-2	0	-8	-1
21	2	-1	2	-44	3
24	-29	5	-3	5	-8
22	-15	0	6	x	-8
29	5	-4	1	-6	2

Remaining list, next part:
#	mol	TCR-CD3 inh	SIAE primary	UHRF1 MBD2 ctr	LEDGF integ inh	PG9 binder
31	Cc1ccc(C)c(NC(=O)CN(C)C(=O)c2cc(S(=O)(=O)N3CCOCC3)ccc2N2CCCC2)c1	-1	-1	2	-1	-1.0
32	C=COCCCNc1ncnc2sc(-c3ccccc3)cc12	2	-12	-3	1	-0.3
33	Clc1ccc(N2CCN(Cc3ccco3)CC2)cc1	5	1	-2	4	-1.0
34	Nn1c(SCC(=O)NC2CCCCCC2)nnc1C(F)(F)F	3	-2	0	1	-1.9
35	CCN(C[C@H]1N[C@@](CC)(C(=O)OC)[C@H]2C(=O)N(Cc3ccccc3)C(=O)[C@@H]12)C(=O)Nc1ccc(OC)cc1	-4	0	3	-1	-1.0
36	Cc1nnc(SCC2=C(C(=O)O)N3C(=O)C(NC(=O)Cn4cnnn4)C3SC2)s1 (centres undefined)	6	14	-4	5	-1.0
37	Cc1ccc(NS(=O)(=O)c2ccc3c(c2)NC(=O)CCS3)cc1C	5	1	-2	0	1.5
38	C=CCSc1nc2sc3c(c2c(=O)n1CC=C)CCc1ccccc1-3	-2	-3	6	3	-5.0
39	COc1ccc(-c2noc(CCC(=O)N3CCC(C)CC3)n2)cc1	3	-6	1	2	-2.4
40	CCOc1cc(CNCCN2CCOCC2)ccc1OCc1ccccc1Cl	-9	4	0	5	-4.2
41	CCCn1c(N)c(N(CCOC)C(=O)COC(=O)c2ccccc2NCCO)c(=O)[nH]c1=O	8	0	8	0	1.0
42	COc1cc(CNn2nnnc2N)cc(Br)c1OCc1c(Cl)cccc1Cl	-11	-2	-3	1	3.1
43	CC(=O)NC(Cc1ccc(C)cc1)C(=O)NC1CCN(C(=O)c2ccc([N+](=O)[O-])cc2)CC1 (centres undefined)	3	0	-2	-2	-0.7
44	Brc1ccc2c(c1)C(C1=NCCN1)c1ccccc1CS2 (centres undefined)	2	-2	-2	-3	-0.2
45	O=C(N/N=C/c1cccc(Cl)c1)C(c1ccncc1)N1CCOCC1 (centres undefined)	5	8	-3	4	-1.0

#	TDP2 absorb	Tn7 DDE FP	PRMT1 inh	HTRA1 inhibitor	ABHD4 inh
31	4	0	3	0	4
32	2	5	2	-26	0
33	15	-1	1	-2	9
34	-1	-8	1	2	1
35	4	2	3	0	-14
36	1	0	12	5	-3
37	-9	9	0	-8	2
38	0	-14	3	-9	-2
39	5	-12	-2	3	2
40	-13	-7	0	6	-1
41	18	3	-1	-4	-4
42	-4	6	2	-24	-9
43	1	-5	-2	0	2
44	0	-1	1	-3	5
45	3	-3	-1	6	-1

The list continues.
#	mol	TCR-CD3 inh	SIAE primary	UHRF1 MBD2 ctr	LEDGF integ inh	PG9 binder
46	CCCCc1ccc(NC(=S)NCCCN2CCOCC2)cc1	1	-8	1	7	-1.6
47	COc1ccc(C)cc1N(CC(=O)Nc1cccc(N(C)S(C)(=O)=O)c1)S(C)(=O)=O	-4	2	3	1	-0.4
48	CCOc1ccc(S(=O)(=O)Nc2ccc(C(=O)N/N=C/c3c(C)nn(-c4ccccc4)c3N3CCCC3)cc2)cc1	8	-21	-2	-5	-3.3
49	CCCN(CCC)Cc1cc(=O)oc2ccccc12	-6	4	-1	-2	0.9
50	CC(C)Cn1c(CCCNC(=O)c2ccc(F)cc2)nc2ccccc21	8	3	1	0	0.3
51	O=C(CCNC(=O)c1ccco1)NCc1ccc(F)cc1	3	6	-4	1	-0.9
52	Cc1nnc(NC(=O)c2csc3c2CCC(C)C3)s1 (centres undefined)	0	-4	1	0	-0.3
53	CCC(=O)Nc1ccc(C(=O)CSc2nnc(CNc3ccc(Cl)cc3)o2)cc1OC	1	-1	1	-2	-1.0
54	CCN(CCNC(=O)c1cc(C)nn1-c1ccccc1)c1ccccc1	-5	2	1	-5	-0.3

#	TDP2 absorb	Tn7 DDE FP	PRMT1 inh	HTRA1 inhibitor	ABHD4 inh
46	-7	-8	1	6	0
47	-5	5	2	1	-1
48	-7	2	-2	-22	19
49	5	-3	-1	x	3
50	7	2	0	-2	6
51	-7	10	-4	1	0
52	6	8	3	4	1
53	11	4	0	-13	-2
54	-6	4	3	6	3

Screens: PubChem BioAssay, The Scripps Research Institute Molecular Screening Center
